Screening results (PubChem)
PREPL inh: inhibitors of human prolyl oligopeptidase-like enzyme PREPL; 320,000 tested, 0.68% active; Q4J6C6; recombinant PREPL, fluorescence polarization activity-based probe; inhibition, % at 5.96 µM; AID 2751; in the data active = inhibition above about 43%;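 also: 0% = enzyme with DMSO and 100% = wells lacking enzyme; many of its hits are not listed in these tables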
pPAFAH inh: inhibitors of human plasma PAF acetylhydrolase (pPAFAH); 330,000 tested, 1.5% active; AID 463082; recombinant pPAFAH, FP-rhodamine probe fluorescence polarization; Q13093; inhibition, % at 3.39 µM;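 active = inhibition above the mean inhibition across the screen plus 3 SD, cut at about 25% in these data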;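 also: inhibitors block binding of the rhodamine activity-based probe so polarization drops; 0% = enzyme with DMSO and 100% = wells lacking pPAFAH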
ZTA DNA inh: blocks Epstein-Barr virus ZTA, an EBNA-1 counter-screen. ZTA-DNA binding, fluorescence polarization. inhibition, % at 11 µM. 320,000 tested, 0.15% active; in the data active = inhibition above about 33%
Target sequence (P03206 whole entry, looked up): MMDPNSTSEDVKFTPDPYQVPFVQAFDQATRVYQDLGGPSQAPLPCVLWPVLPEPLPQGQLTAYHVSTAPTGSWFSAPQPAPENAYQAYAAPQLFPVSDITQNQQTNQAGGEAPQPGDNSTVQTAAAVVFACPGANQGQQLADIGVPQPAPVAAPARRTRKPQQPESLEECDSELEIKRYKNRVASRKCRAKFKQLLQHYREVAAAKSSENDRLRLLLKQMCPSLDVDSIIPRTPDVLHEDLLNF
PAFAH1B2 FP inh: PAFAH1B2 (human) inhibition; inhibition, % at 3.39 µM; 340,000 tested, 1.2% active; recombinant PAFAH1B2, FP-rhodamine activity probe, fluorescence polarization; P68402;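 active = inhibition above the mean of all tested compounds plus 3 SD, cut at about 24% in these data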;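 also: 0% = enzyme with DMSO and 100% = wells lacking PAFAH1B2; many of its hits are not listed in these tables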
Target sequence (P68402 whole entry, looked up): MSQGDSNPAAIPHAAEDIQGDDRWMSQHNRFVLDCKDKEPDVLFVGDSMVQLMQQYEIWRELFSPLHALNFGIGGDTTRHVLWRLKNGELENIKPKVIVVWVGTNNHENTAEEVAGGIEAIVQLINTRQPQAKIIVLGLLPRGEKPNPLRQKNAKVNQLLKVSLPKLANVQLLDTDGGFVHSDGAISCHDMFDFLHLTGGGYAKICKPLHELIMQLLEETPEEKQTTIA
LYPLA1 inh: blocks human lysophospholipase 1, a PME1 counter-screen; inhibition, % at 5.9 µM; O75608; recombinant LYPLA1, FP-Rh probe fluorescence polarization; 320,000 tested, 0.16% active;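 active = inhibition above the mean of all tested compounds plus 3 SD, set per campaign, cut at about 14% in these data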;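 also: inhibitors block serine hydrolase probe labeling of LYPLA1 so polarization falls; 0% = enzyme with DMSO and 100% = wells lacking LYPLA1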
Target sequence (O75608 whole entry, looked up): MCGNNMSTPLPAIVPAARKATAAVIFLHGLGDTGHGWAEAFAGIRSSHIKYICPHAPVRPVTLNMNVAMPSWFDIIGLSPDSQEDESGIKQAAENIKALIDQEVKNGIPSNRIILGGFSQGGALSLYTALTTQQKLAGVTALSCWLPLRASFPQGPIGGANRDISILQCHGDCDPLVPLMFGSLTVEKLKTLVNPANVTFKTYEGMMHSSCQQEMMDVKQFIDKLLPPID
PAFAH2 inh: inhibitors of human PAFAH2. Q99487. recombinant PAFAH2, FP-rhodamine activity probe, fluorescence polarization. inhibition, % at 3.39 µM. 340,000 tested, 0.99% active. AID 492956;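 active = inhibition above the mean over all tested compounds plus 3 SD, cut at about 30% in these data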;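 also: inhibitors block probe labeling of enzyme so polarization drops; 0% = enzyme with DMSO and 100% = wells lacking PAFAH2 protein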
PAFAH1B3 FP inh: blocks human PAF acetylhydrolase 1B catalytic subunit 3; recombinant PAFAH1B3, FP-rhodamine probe, fluorescence polarization; 340,000 tested, 0.28% active; inhibition, % at 3.39 µM; Q15102;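 active = inhibition above the screen-wide average of all tested compounds plus 3 SD, cut at about 25% in these data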;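 also: 0% = enzyme with DMSO only and 100% = wells lacking PAFAH1B3 protein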
Target sequence (Q15102 whole entry, looked up): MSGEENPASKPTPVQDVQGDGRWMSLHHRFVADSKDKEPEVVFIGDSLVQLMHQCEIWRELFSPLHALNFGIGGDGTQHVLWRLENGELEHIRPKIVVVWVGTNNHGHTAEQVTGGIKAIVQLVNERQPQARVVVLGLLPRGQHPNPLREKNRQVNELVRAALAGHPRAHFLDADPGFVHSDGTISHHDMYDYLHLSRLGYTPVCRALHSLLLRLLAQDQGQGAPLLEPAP
EBNA-1 inhibitor: blocks EBNA-1 binding to DNA | EBNA-1 DNA binding, fluorescence polarization | inhibition, % at 14.8 µM | 300,000 tested, 0.34% active | AID 1950; in the data active = inhibition above about 28%
LYPLA2 counter: counter-screen for PME1 inhibitors: inhibitors of human LYPLA2. O95372. recombinant LYPLA2, FP-Rh probe fluorescence polarization. inhibition, % at 5.9 µM. 320,000 tested, 0.38% active;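 active = inhibition above the screen-wide mean plus 3 SD, limit set per campaign, cut at about 26% in these data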;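 also: 0% = LYPLA2 with DMSO and 100% = wells lacking LYPLA2 enzyme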
Starred values were filed as active, the others as inactive; / = no result given. A portion of the library; rates above refer to the full screens.

smiles,PREPL inh,pPAFAH inh,ZTA DNA inh,PAFAH1B2 FP inh,LYPLA1 inh,PAFAH2 inh,PAFAH1B3 FP inh,EBNA-1 inhibitor,LYPLA2 counter
O=C(COC(=O)c1ccccc1[N+](=O)[O-])c1ccc2c(c1)OCO2,6,8,-4,4,4,5,8,0,18
CCN(CC)CCCNC(=O)C(C)n1nc(C)c2sc3ccccc3c2c1=O (stereo not given),3,-8,13,3,4,-9,11,0,0
O=C(Nc1ccccc1)C(Cc1cccs1)c1nn[nH]n1 (stereo not given),4,5,21,1,2,-10,1,1,6
Cc1onc(-c2ccccc2Cl)c1C(=O)NC(=S)NCCc1ccccc1,0,-3,-6,6,0,-2,6,-5,3
O=C(c1ccc(S(=O)(=O)NCc2ccco2)cc1)N1CCN(c2ccc(F)cc2)CC1,6,4,-4,1,0,-1,8,/,11
Cc1ccccc1N=C1SCC(=O)N1Cc1ccccc1,-8,6,3,11,-3,3,-5,5,-1
CC(=O)c1cccc(OCC(O)CN2CCN(S(=O)(=O)c3c(F)cccc3F)CC2)c1 (stereo not given),11,6,-12,6,-1,4,2,-3,1
O=C(CSc1nnnn1-c1cccnc1)Nc1ccc(F)cc1F,-3,1,-4,5,-3,-9,-2,1,-7
COc1ccc(NC(=O)c2ccc(-c3ccccc3C(F)(F)F)o2)cc1,-1,-2,-14,2,-5,-15,3,2,-2
O=C(NN1C(=O)C2C3CCC(O3)C2C1=O)c1ccc(Cl)cc1 (stereo not given),3,-2,-4,-1,6,4,-2,-6,1
COc1ccc(-n2c(C)cc(C(=O)COC(=O)c3cc(OC)c(OC)cc3NC(=O)c3cccs3)c2C)cc1,5,1,-37,-2,3,7,-5,0,5
COc1cc(/C=C/C(=O)OCC(=O)NCc2ccco2)ccc1OC(F)F,4,8,8,5,1,39*,7,9,2
CCOC(=O)c1c(NC(=O)c2cccnc2)sc(C(C)=O)c1C,2,0,0,4,-2,-3,-4,10,4
CC1(C)C/C(=N\O)c2cc3c(nc2C1)CCCC3,7,-4,-2,8,-2,1,12,3,3
CCn1nc(C)c(CCC(=O)O)c1C,5,5,12,3,0,-8,3,-4,-1
c1cnc(N2CC[N+]3(CCCC3)CC2)nc1,-1,-1,-7,0,2,0,6,9,3
COc1ccc(C2C(C#N)=C(N)Oc3c2oc(CO)cc3=O)c(OC)c1OC (stereo not given),3,3,4,6,2,-11,6,4,3
COc1ccc(/C=C/CN2CCCC(C(=O)c3ccc(OC)c(F)c3)C2)cc1 (stereo not given),-37,-1,2,-2,5,6,1,8,9
COc1cc(=O)[nH]c(=O)n1C(=O)Cc1ccccc1,3,-4,-13,0,4,11,5,1,10
COc1cc(OC)cc(C(=O)N[C@H](C(=O)OCC(=O)Nc2ccc(F)c(F)c2F)C(C)C)c1,12,1,2,0,-2,-4,0,-1,1
COc1ccc(NC(=O)COc2coc(CN3CCc4ccccc43)cc2=O)cc1,5,7,-12,-2,2,-5,3,-6,0
COCC(C)n1c(C)cc(C(=O)CSc2ccc(NC(C)=O)cc2)c1C (stereo not given),-1,1,1,-3,4,6,-1,1,-1
O=C(NNS(=O)(=O)c1ccc2ccccc2c1)c1cccs1,17,3,7,-2,1,-2,13,-11,4
CN(C)CCOC(=O)NCC12CC3CC(CC(C3)C1)C2,-1,2,0,11,2,3,10,3,2
Cc1ccc(C(=O)N/N=C\c2cccs2)cn1,4,7,5,2,-1,6,4,-2,-3
O=C(CN1CCN(S(=O)(=O)N2CCCCC2)CC1)Nc1cc(Cl)cc(Cl)c1,0,3,15,5,-2,-4,-1,-1,1
Cc1nc2ccc(S(=O)(=O)N(C)CC(=O)Nc3ccccc3F)cc2s1,-33,4,5,3,-3,0,13,-4,4
CC(C)(C)NC(=O)CN(C(=O)CCC(=O)Nc1nccs1)c1ccc(F)cc1,-9,-4,-8,10,3,0,5,6,-28
O=C(Nc1ccccc1F)c1oc2ccccc2c1NC(=O)C1CC1,-3,-5,2,4,-7,-10,0,4,-8
O=C(OCC(=O)N1CCOCC1)c1ccc(Br)cc1,12,1,14,10,0,18,4,15,-2
Cc1ccc(S(=O)(=O)N(CC(=O)NCCSc2ccccn2)c2ccc(C)c(C)c2)cc1,1,-2,4,6,0,0,0,-5,-5
Cc1cc(COc2ccccc2OCCN2CCN(C)CC2)no1,-7,3,-7,-1,0,1,8,5,-5
O=C(CN1C(=O)COc2ccccc21)NCCN1CCOCC1,-10,-3,-12,6,-1,12,-3,-2,-2
CC1(C)N([O-])C(c2cccs2)=C[N+]1=O,4,1,9,-3,0,4,13,6,-5
O=C(COc1ccccc1)NC1CCSc2ccccc21 (stereo not given),-11,4,8,3,0,9,4,-2,3
Cc1onc(-c2ccccc2Cl)c1C(=O)N(Cc1ccc(N(C)C)cc1)C(C)C,20,-1,-4,12,-3,-3,-5,8,-10
O=C1C=C(c2cccnc2)CCC1,0,4,-20,8,2,1,10,-3,-1
Cc1c(NC(=O)OCCNC(=O)COc2ccc(Cl)cc2Cl)sc(=S)n1C,17,0,11,1,1,-2,1,-2,2
Cc1cccc(OCC(=O)Nc2ccc(N3CCN(C(=O)c4ccccc4)CC3)cc2)c1C,53*,8,-4,-2,1,-4,6,1,13
CCC(CC)c1nnc(NC(=O)c2ccc(N3CCCC3=O)cc2)s1,0,2,-9,-2,0,-1,2,3,2

An excerpt from above with just EBNA-1 inhibitor, ZTA DNA inh and LYPLA2 counter:
structure | EBNA-1 inhibitor | ZTA DNA inh | LYPLA2 counter
Cc1c(NC(=O)OCCNC(=O)COc2ccc(Cl)cc2Cl)sc(=S)n1C | -2 | 11 | 2
O=C1C=C(c2cccnc2)CCC1 | -3 | -20 | -1
Cc1cccc(OCC(=O)Nc2ccc(N3CCN(C(=O)c4ccccc4)CC3)cc2)c1C | 1 | -4 | 13
O=C(COc1ccccc1)NC1CCSc2ccccc21 (stereo not given) | -2 | 8 | 3

Next compounds follow.
smiles,PREPL inh,pPAFAH inh,ZTA DNA inh,PAFAH1B2 FP inh,LYPLA1 inh,PAFAH2 inh,PAFAH1B3 FP inh,EBNA-1 inhibitor,LYPLA2 counter
CCOc1ccccc1C1C(C#N)=C(N)N(N(C)C)C2=C1C(=O)CCC2 (stereo not given),1,3,1,7,2,-9,9,-2,-7
CCOc1ccc(CCNC(=O)c2nnn(CC(=O)Nc3ccccc3C)c2N)cc1OCC,4,-1,-14,5,-3,-9,7,-10,-3
Cc1sc2ncnc(N3CCCC(C)C3)c2c1C (stereo not given),-4,-1,2,2,1,2,7,6,4
COc1cccc(NC(=O)CN(C)C(C)C(=O)N2CCCCC2)c1 (stereo not given),3,5,/,1,/,3,1,/,/
c1ccc(C(c2nnnn2Cc2ccco2)N2CCN(C3CCCC3)CC2)cc1 (stereo not given),18,-1,-18,4,-1,-5,12,-16,-1
Cc1ccc(S(=O)(=O)CCc2nnc(N)s2)cc1C,1,1,1,4,-1,-8,1,2,3
COc1cccc(CNC(=O)c2cccnc2Sc2ccc(Cl)cc2)c1,-3,3,3,3,1,-1,6,-3,10
C=CCNC(=O)C1CC(=O)N(c2ccc(Br)cc2)C1 (stereo not given),1,2,3,11,-1,-8,3,-3,3
CCc1nnc(NC(=O)CSc2nccn2-c2ccccc2)s1,-8,2,8,-5,-4,5,-7,-10,-5
O=C(CSc1ccccn1)N1CCNC1=O,-1,-3,/,5,/,4,11,/,/
CCOC(=O)C(=CNc1cc(C)ccn1)C(=O)OCC,12,1,-3,3,-3,-1,0,3,3
COc1ccccc1N1CCN(C(=O)COc2ccc(C)cc2Br)CC1,8,-3,19,6,1,5,1,-5,4
CC(=O)c1ccc(N2CCN(C(=O)Cc3ccccc3)CC2)c(F)c1,10,-2,1,0,2,2,4,-20,2
COc1cc2c(cc1OC)-c1cc(NC3CCCC3)nc(=O)n1CC2,5,9,2,3,-3,9,-1,1,-2
CSCCC(NC(=O)COc1ccccc1)C(=O)N(C)CC(=O)Nc1c(C)cccc1C (stereo not given),0,3,-2,3,0,1,8,1,-5
Cc1ccc(C(=O)Nc2nnc(CC(=O)N/N=C/c3ccncc3)s2)cc1,-11,-2,-4,5,-11,-8,3,1,-11
CCOc1cc(N2CCOCC2)c(OCC)cc1NC(=O)c1ccc(S(C)(=O)=O)cc1,-3,2,5,4,2,1,10,0,-1
CNC(=O)CN(c1ccc(F)cc1)S(=O)(=O)c1cc(C)ccc1OC,11,4,-24,5,1,3,6,-2,7
CSc1nnc(-c2cc(Br)ccc2N=Cc2c(C)[nH]n(-c3ccccc3)c2=O)c(=O)[nH]1,4,5,-13,1,1,9,12,3,6
CC(C)NC(=O)NCCCCCCS(C)=O (stereo not given),2,9,0,1,0,13,6,4,0
CC(=O)Nc1ccc(S(=O)(=O)NCCC(=O)OCC(=O)c2ccc(F)c(F)c2)cc1,-1,2,6,5,-2,0,6,1,-1
CC1C(c2ccccc2)N(C)C(c2ccccc2)C(C)C1(O)C#Cc1ccccc1 (stereo not given),-1,0,8,-4,-7,-7,2,2,-4
COc1ccc(CC2(CO)CCN(S(=O)(=O)c3c(C)nn(C)c3Cl)CC2)cc1,8,3,-11,2,2,2,1,-1,-1
CC(=O)O[C@H]1CC[C@@]2(C)[C@@H](CC[C@@H]3[C@@H]2CC[C@]2(C)[C@@H](C(C)(C)O)C[C@@H]32)C1,-5,10,14,6,-2,2,3,-8,-1
COc1ccc(N2CCN(Cc3cc(=O)oc4cc5c(cc34)CCCC5)CC2)cc1,20,-2,4,9,-1,10,12,-8,-3
O=C(Nc1ccc(Cl)cc1C(=O)NCC1CCCO1)c1ccco1 (stereo not given),10,4,7,1,2,-3,8,9,4
O=CN1CCC(=O)N(Cc2ccccc2)c2ccccc21,5,-13,-9,-3,6,5,7,-16,3
Cc1ccc(OC[C@H](O)[C@H](C)NC(C)C)c2c1CCC2,3,4,-6,0,4,4,18,-8,4
O=C(CN1C(=O)C2CC=CCC2C1=O)OCCN1C(=O)c2ccccc2C1=O (stereo not given),-8,-3,-4,1,-4,9,-5,-14,-8
O=C(Nc1ccc(Cl)cn1)c1cc2c(s1)-c1ccccc1OC2,3,2,11,-5,-6,-18,-4,-4,-9
COc1ccc(N(CC(=O)NC2CCCCCC2)S(=O)(=O)c2ccccc2)cc1Cl,-3,-1,13,3,2,3,4,13,2
Cc1ccc(NC(=O)COC(=O)CN2CSCC2=O)cc1C,10,3,-11,3,-1,2,3,-4,-1
Cc1cccc2cc(CN(CC3CCCO3)C(=O)c3ccco3)c(=O)[nH]c12 (stereo not given),2,1,-6,4,1,0,4,3,10
Cn1cccc1C(=O)NC(=O)COC(=O)CC12CC3CC(CC(Br)(C3)C1)C2,10,1,1,22,1,26,0,5,6
CCN(CC)CCN(C(=O)c1ccc2c(c1)OCCO2)c1nc2cc(C)cc(C)c2s1,5,2,-3,-6,3,2,5,-4,4
CCOc1ccccc1CNC(=O)Cn1nc(C)c2c(C)n(-c3ccc(C)cc3)nc2c1=O,14,7,5,1,3,0,3,-2,4
CN(C)c1ccc(/C=C/c2cc[n+]([O-])cc2)cc1,7,2,-10,/,-1,/,/,9,4
Cc1cc(NC(=O)C(C)SCC(=O)N(C)Cc2c(F)cccc2Cl)no1 (stereo not given),-13,3,/,2,/,12,14,/,/
